DNA Pol III inh: qHTS Assay for Inhibitors of DNA Polymerase III Holoenzyme System | reconstituted DNA polymerase III holoenzyme replication, biochemical | Potency, µM (titrated, usually from 57.1 µM), without a hit: at the highest dose activity change, negative = inhibition | 71,000 tested, 0.25% active; further: potency means the concentration at half of the fitted maximal effect; on the % scale 0 is the no-effect control and ±100 the full control effect
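Reconstituted *E. coli* holoenzyme (0.35 nM Pol III, 1 nM beta, 154 nM SSB, 2 nM primase) was preincubated with compound for 15 min at RT. Synthesis on 1.4 nM ssM13Gori ran 35 min, then was stopped with PicoGreen/EDTA and read as dsDNA fluorescence.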
FLuc inh: qHTS Assay for Inhibitors of Firefly Luciferase; 72,000 tested, 2.2% active; Potency, µM (series often up to 57.1 µM), inactives show at the top dose activity change, negative = inhibition, actives largely listed as inhibitors; Luciferin 4-monooxygenase (Photinus pyralis), P08659; purified firefly luciferase, luminescence, 8 min; further: potency means the concentration at half of the fitted maximal effect; on the % scale 0 is the no-effect control and ±100 the full control effect; nearly all actives have a fitted effect of over 40% in size
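Substrate buffer containing 10 uM ATP (pH 7.2 imidazole, Mg2+, KCl, detergent, BSA) is dispensed, compound pinned in, then luciferase/luciferin detector mix added. After 8 min at ambient temperature, light output is measured.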
HADH2 inhib: qHTS Assay for Inhibitors of HADH2 (Hydroxyacyl-Coenzyme A Dehydrogenase, Type II); 3-hydroxyacyl-CoA dehydrogenase type-2 (Homo sapiens), Q99714; recombinant HADH2, NADH fluorescence, beta-hydroxybutyryl-CoA; Potency, µM (titrated, usually from 57.1 µM), inactives show top-dose activity change, negative = inhibition, usual class: inhibitors; 73,000 tested, 3.4% active; AID 886, 2007; further: potency means the concentration at half of the fitted maximal effect; on the % scale 0 is the no-effect control and ±100 the full control effect; nearly all actives have a fitted effect of over 60% in size; many of its hits are not listed in these tables
Target sequence (Q99714 whole entry, looked up, one chain of several): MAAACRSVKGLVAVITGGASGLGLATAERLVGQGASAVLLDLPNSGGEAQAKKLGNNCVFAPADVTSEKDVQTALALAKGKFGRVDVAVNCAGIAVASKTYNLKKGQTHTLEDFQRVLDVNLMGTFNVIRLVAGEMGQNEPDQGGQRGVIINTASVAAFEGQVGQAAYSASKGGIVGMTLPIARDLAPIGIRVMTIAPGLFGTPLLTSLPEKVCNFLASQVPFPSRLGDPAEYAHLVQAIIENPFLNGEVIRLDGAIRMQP
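E. coli-expressed His-tagged HADH2 tested at 20 nM in alkaline Tris buffer (pH 9.0); oxidation of 90 uM beta-hydroxybutyryl-CoA with 1 mM NAD+ tracked fluorimetrically for 4 min.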
HBB splice mod: qHTS Assay for Modulators of Hemoglobin Beta Chain Splicing | HBB splicing reporter cell assay, activation; EGFP reporter with mutant IVS2-654 intron; response scale: normalised to 500 nM splice-correcting PNA | Potency, µM (top dose mostly 46.1 µM), without a hit: top-dose activation, usual class: activators | 65,000 tested, 0.06% active | AID 925, 2007; further: potency means the concentration at half of the fitted maximal effect; 0% is about no effect
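Compounds were applied for 2 days to HeLa EGFP-654 cells, 500/well in Optimem with 2% FCS. The reporter's EGFP is disrupted by mis-splicing of beta-globin intron IVS2-654. Readout: summed well GFP fluorescence from 488 nm laser scanning; reference was 500 nM antisense […] 654 PNA.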
ERK AVP inh: qHTS Assay for Inhibitors of the ERK Signaling Pathway using a Homogeneous Screening Assay; Potency, µM (top dose mostly 57.5 µM), for inactives: top-dose activity, negative = inhibition, hits mostly inhibitors; HEK293-V1b, vasopressin-stimulated pERK AlphaScreen; 72,000 tested, 0.99% active; further: potency means the concentration at half of the fitted maximal effect; on the % scale 0 is the no-effect control and ±100 the full control effect; nearly all actives have a fitted effect of over 55% in size
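Phosphorylated ERK1/2 detected via AlphaScreen bead proximity in lysates of V1b-expressing HEK293 cells given 25 nM vasopressin for 5 min after 30 min compound exposure (37 °C). AC50 from Hill equation; basal DMSO 0%, vasopressin 100%.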
CRE Fsk mod: Cell signaling CRE-BLA (Fsk stim); 71,000 tested, 2.5% active; Potency, µM (highest dose often 38.2 µM), for the others: at the top dose activity change, negative = inhibition, actives largely listed as activators; CHO CRE-bla reporter (cAMP response element driving beta-lactamase), forskolin EC10, beta-lactamase ratio; active means well fitted activation curve with a large enough effect in the signal ratio, with a control signal flat, not every such curve was filed as active; inconclusive means small, poorly fitted or top-dose-only effect, or effect the other way, or a change in a side signal; the % refers to the signal ratio; further: potency means the concentration at half of the fitted maximal effect; % of control where 0% means no effect
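Modulation of forskolin signalling: compounds in titration series added with EC10 NKH 477 to CHO cells carrying a CRE-driven beta-lactamase reporter, 3 h, 37C. CCF4 FRET ratio (460/530 nm, ex 405 nm) gives %activity and AC50.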
TexasRed autofl: qHTS Assay for Spectroscopic Profiling in Texas Red Spectral Region. 59,000 tested, 0.06% active. Compound fluorescence, Texas Red channel, 547/618 nm; active compounds read high. max dye-equivalent concentration, M; in the data active means max dye-equivalent concentration above about 10 nM; inconclusive means between about 1.1 nM and that limit
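qHTS profiling of intrinsic compound fluorescence; 100 mM Tris pH 8.0; 15 min RT; ex 547 / em 618 nm; response expressed as Texas Red dye-equivalent concentration from six-point plate standard.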
Hsp90 Hop PPI: qHTS Assay for Disrupters of an Hsp90 Co-Chaperone Interaction. AID 595, 2007. 71,000 tested, 0.44% active. AlphaScreen TPR2A-His6 binding biotin-Hsp90 C-terminal peptide. Potency, µM (doses to about 57 µM), for inactives: at the highest dose activity change, negative = inhibition. Hsp90 C-terminal peptide / TPR2A (Hop) interaction, human; active means well fitted curve in either direction with a large enough effect; inconclusive means small, poorly fitted or top-dose-only effect, or another doubt; further: potency means the concentration at half of the fitted maximal effect; on the % scale 0 is the no-effect control and ±100 the full control effect; many of its hits are not listed in these tables
Rhodamine autofl: qHTS Assay for Spectroscopic Profiling in Rhodamine Spectral Region | 59,000 tested, 0.05% active | Rhodamine-region fluorescence, 547/598 nm, Tris buffer; active compounds read high | AID 594, 2007 | max dye-equivalent concentration, M; in the data active means max dye-equivalent concentration above about 11 nM; inconclusive means between about 1.1 nM and that limit
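A six-point rhodamine series on each plate calibrates the signal. Compounds sit in 100 mM Tris (pH 8.0) for 15 min at ambient temperature before imaging through 547 nm/598 nm filters.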
Tau fil binding: qHTS Assay for Tau Filament Binding | recombinant tau filaments, thioflavin S fluorescence, 15 h; filaments grown with octadecylsulfate alongside compound | Potency, µM (titrated, usually from 57.1 µM), for inactives: at the top dose activity change, negative = inhibition | 71,000 tested, 2% active;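 further: potency means the concentration at half of the fitted maximal effect; on the % scale 0 is the no-effect control and ±100 the full control effect; actives lower thioflavin S fluorescence by blocking filaments or displacing dye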
Target sequence (P10636 whole entry, looked up): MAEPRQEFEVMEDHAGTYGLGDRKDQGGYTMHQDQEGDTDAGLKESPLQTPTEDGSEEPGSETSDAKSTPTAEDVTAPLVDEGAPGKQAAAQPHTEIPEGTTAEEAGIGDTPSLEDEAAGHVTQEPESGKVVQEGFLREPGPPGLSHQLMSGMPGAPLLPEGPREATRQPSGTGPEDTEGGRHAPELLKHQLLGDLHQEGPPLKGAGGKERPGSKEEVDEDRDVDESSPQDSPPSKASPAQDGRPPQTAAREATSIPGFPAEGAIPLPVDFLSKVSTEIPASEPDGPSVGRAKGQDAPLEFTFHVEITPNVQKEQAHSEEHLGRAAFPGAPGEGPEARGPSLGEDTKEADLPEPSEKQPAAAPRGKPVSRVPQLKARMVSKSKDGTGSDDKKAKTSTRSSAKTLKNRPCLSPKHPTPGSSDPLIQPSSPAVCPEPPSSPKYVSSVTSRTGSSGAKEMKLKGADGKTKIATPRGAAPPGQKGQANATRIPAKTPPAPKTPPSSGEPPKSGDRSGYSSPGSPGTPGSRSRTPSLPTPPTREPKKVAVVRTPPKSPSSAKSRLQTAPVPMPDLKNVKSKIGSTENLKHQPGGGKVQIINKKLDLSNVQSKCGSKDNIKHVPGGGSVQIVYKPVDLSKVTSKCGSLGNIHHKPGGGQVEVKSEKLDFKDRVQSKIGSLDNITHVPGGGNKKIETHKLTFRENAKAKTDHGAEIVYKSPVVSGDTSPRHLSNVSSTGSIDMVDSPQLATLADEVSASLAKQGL
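Quantitative HTS: thioflavine S signal from ODS-induced tau filaments, excited at 450 nm, emission 510 nm. Conditions: 1 uM tau, 30 uM ODS, 15 h at 37 C, pH 7.4.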
15-hLO inh: qHTS Assay for Inhibitors of 15-hLO (15-human lipoxygenase); AID 887, 2007; Potency, µM (titrated, usually from 57.1 µM), for the others: at the top dose activity change, negative = inhibition, usual class: inhibitors; 74,000 tested, 1.4% active; purified 15hLO-1, xylenol orange hydroperoxide absorbance; further: potency means the concentration at half of the fitted maximal effect; on the % scale 0 is the no-effect control and ±100 the full control effect; nearly all actives have a fitted effect of over 55% in size
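Purified human 15hLO-1 (40 nM) in 25 mM Hepes pH 7.5, 0.01% Triton X-100, preincubated 15 min RT with compound, then 50 uM arachidonic acid for 6 min. Hydroperoxide read by ferrous/xylenol orange, 30 min; 573/405 nm absorbance ratio gave progress.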
* marks the source's active call; other numbers are inactive results; i = inactive; ? = inconclusive; nt = not tested or not shown; [ ] = dose if it differs, or a comment. Unless noted, the call rests on the fitted dose curve; in most records, active means well fitted curve in the direction sought with a large enough effect; inconclusive means small, poorly fitted or top-dose-only effect, or another doubt; inactive means no such curve, though single readings can be large; an effect the other way counts as inactive or inconclusive.

SMILES	DNA Pol III inh	FLuc inh	HADH2 inhib	HBB splice mod	ERK AVP inh	CRE Fsk mod	TexasRed autofl	Hsp90 Hop PPI	Rhodamine autofl	Tau fil binding	15-hLO inh
COc1ccc(N2CCN(C(=O)c3ccc(C)cc3Cl)CC2)cc1	-1%	1%	1%	-1.7%	?	?	i	-8%	i	-30%	-14%
O=C1C(=O)N(Cc2ccc(Cl)c(Cl)c2)c2ccccc21	2%	1%	?	nt	-27%	?	nt	-3%	nt	32µM*	10µM*
Cc1ccc(C)c(N2CCN(C(=O)C3CCN(c4nnc(N5CCCC5=O)s4)CC3)CC2)c1	1%	0%	-2%	-1.4%	16%	-12%	?	-4%	i	13%	-7%
CCOC(=O)CS(=O)(=O)c1nc(-c2ccc(F)cc2)cc(C(F)(F)F)n1	-12%	-5%	20µM*	-0.6%	?	?	?	3%	i	-29%	?
O=C(C1CCCCC1)N1CC(=O)N2CCc3ccccc3[C@@H]2C1	-4%[25.6 µM]	2%[25.5 µM]	-5%[25.6 µM]	3.5%[20.6 µM]	12%[25.7 µM]	-1%[17.1 µM]	?	0%[26 µM]	i	0%[25.6 µM]	2%[25.6 µM]
Cc1ccc(S(=O)(=O)NC(C)(C)CSc2nnc(N)s2)cc1	-4%	2%	0%	-0.3%	-29%	1%	i	-3%	i	1%	0%
Cn1c(-c2cccc(Br)c2)cnc1NCc1cccnc1	-6%	0%	-9%	0.4%[57.5 µM]	-18%	?	i	-11%	i	13%	16%
O=C(Nc1cccc(F)c1)c1ccc(S(=O)(=O)N2CCCC2)cc1	-6%	1%	3%	-1.2%	nt	-1%	nt	3%	nt	-2%	-6%
Cc1cc(N2CCOCC2)nc2ccc(NC(=O)CCC(=O)N3CCC(C)CC3)cc12	3%	-19%	25µM*	0.3%	17%	2%	i	-1%	i	-6%	-1%
Cc1cc(NC(=O)Cc2ccccc2)no1	-2%	0%	5%	4.3%	-20%	-4%	i	0%	i	-8%	-9%
O=S(=O)(c1cccs1)N1CCN(c2ccccn2)CC1	-4%	0%	-5%	-4.0%	27%	15%	i	2%	i	3%	2%
CCOC(=O)c1c(N)sn(-c2ccccc2C)c1=S	-5%	0%	2µM*	0.7%	-4%	?	?	-9%	i	-4%	?
O=C(CN1C(=O)CSC1=O)Nc1ccc(N2CCOCC2)cc1	-1%	-4%	-10%	-2.4%	-10%	-8%	i	2%	i	12%	-4%
CCOc1cc(-c2c(C)c(C)nc(N)c2C#N)ccc1O	-5%	0%	-16%	nt	?	?	?	-5%	i	6%	-25%
O=C(CN(C1CCCCC1)S(=O)(=O)c1ccc(Cl)cc1)NCc1cccnc1	-6%	-9%	-2%	-1.8%	-13%	-9%	nt	-3%	nt	-15%	5%
CN(C)c1ncnc2ccc(-c3cccc(C#N)c3)cc12	-2%	1%[2.29 µM]	-20%	-0.3%	-18%	?	i	-8%	i	-3%	7%
O=C(c1ccc(F)cc1F)N(Cc1ccccn1)Cc1ccco1	-3%	3%	-10%	nt	7%	2%	i	-8%	i	9%	-10%
O=C1SC(c2ccccc2)=N/C1=C/c1ccco1	1%	5%	16µM*	0.2%	29%	-9%	i	-3%	i	25µM*	-19%
CN(C)Cc1ccccc1-c1cncnc1NCc1cccs1	-4%	-1%[2.29 µM]	18%	0.6%	-6%	0%	i	4%	i	4%	7%
CCOc1ccc2[nH]cc(C(=O)O)c(=O)c2c1	-5%	2%	9%	nt	-1%	1%	i	-21%	i	9%	11%
Cc1ccc(S(=O)(=O)N2CCC(C(=O)N3CCN(Cc4ccccc4)CC3)CC2)cc1	-1%	3%	-1%	-0.6%	-11%	-16%	nt	-6%	nt	6%	-2%
COC(=O)c1ccccc1S(=O)(=O)Nc1ccc(OC)nc1	-1%	3%	2%	-0.1%[57.5 µM]	-5%	-3%	i	1%	i	-12%	7%
Cc1cc(C)cc(NC2=NC3(CCCCC3)N=C(N)N2)c1	-8%	1%	2%	1.4%[9.22 µM]	-15%	?	nt	-2%	nt	271%	-19%
COc1ccc(CN(Cc2ccccn2)S(=O)(=O)c2ccc(-n3cnnn3)cc2)cc1	-6%	0%	6%	nt	13%	5%	i	1%	i	3%	-8%
COc1cc(C2C(C#N)=C(N)Oc3cc(N(C)C)ccc32)cc2c1OCO2 (stereo not given)	2%	3%	3%	5.8%[1.84 µM]	?	1.3µM*	i	-10%	i	206%	25µM*
O=C(Nc1cccnc1)c1c(F)c(F)c(F)c(F)c1F	-8%	2%	7%	-0.6%	-4%	?	?	-7%	i	1%	2%
CCOC(=O)COn1c(=O)c(=O)n(O)c2ccccc21	-8%[11.4 µM]	0%	?	-0.5%[0.0738 µM]	-11%	?	nt	-9%[11 µM]	nt	?	-4%[11.4 µM]
O=C(NC12CC3CC(CC(C3)C1)C2)c1ccc(S(=O)(=O)N2CCOCC2)cc1	-5%	0%	10%	-8.3%	-7%	8%	nt	-2%	nt	-1%	2%
CCOC(=O)C1=C(C)NC(C)=C(C(=O)OCC)C1c1ccccn1	1%	3%	0%	-0.2%	0%	9%	i	0%	i	-4%	-3%
COCCNS(=O)(=O)c1cc(OC)c(Cl)cc1Cl	-8%	1%	9%	-0.5%	-14%	-8%	?	-2%	i	1%	8%
Cc1[nH]c2ccccc2c1C(=O)CN1CCSCC1	-2%	1%	14%	2.4%[1.84 µM]	-25%	4%	i	-1%	i	-1%	3%
CS(=O)(=O)c1cccc(C(=O)NCc2ccccc2)c1	-6%	1%	?	0.1%[57.5 µM]	29%	-1%	i	2%	i	-4%	2%
NC(=O)C1CCN(C(=O)CN(c2cccc(C(F)(F)F)c2)S(=O)(=O)c2ccccc2)CC1	-3%	0%	-2%	-3.4%	1%	-3%	nt	-4%	nt	2%	-8%
Clc1cccc2sc(N3CCN(c4ccccc4)CC3)nc12	1%	-5%	12%	-1.9%[57.5 µM]	-6%	-4%	?	?	i	10%	-15%
O=C(Nc1ccon1)c1ccc(Cl)s1	-2%	-1%	0%	-0.8%	-9%	-8%	i	0%	i	1%	4%
Cc1nc2cc(-c3cccc(F)c3)nn2c(C)c1CCC(=O)NC(C)CCc1ccco1 (stereo not given)	-3%	-4%	?	0.4%	8%	8%	nt	-6%[2.3 µM]	nt	186%	-13%
Nc1ccc2c(c1)-c1ccccc1S(=O)(=O)N2	-9%	-2%	-22%	-1.4%	-16%	-21%	i	-14%	i	125%	-11%
COCCn1c(=O)c(-c2ccc(Cl)cc2)nc2cnc(N3CCNCC3)nc21	7%	-1%[11.4 µM]	-15%	-1.6%	10%	?	?	5%	i	77%	?
CCCc1cc(C(=O)OC)c(NC(=O)OCC)s1	-2%	1%	?	-1.3%	-8%	12%	i	22%	i	1%	-11%
Cc1c(C(=O)NCC2COc3ccccc3O2)oc2ccc(S(=O)(=O)N3CCOCC3)cc12 (stereo not given)	2%	-1%	1%	-1.9%	-18%	-14%	i	-7%	i	15%	-4%
Cc1cccc(-n2c(SCc3cc(=O)n4ccsc4n3)nc3ccccc32)c1	-6%	-6%	?	0.0%[57.5 µM]	-12%	1.6µM*	i	-15%	i	6%	13µM*
COc1cc(NC(=O)c2noc3c2CCC3)c(OC)cc1Cl	?	-1%	13µM*	-1.6%	29%	-1%	i	-4%	i	-4%	-16%
O=c1[nH]c(CSc2nnc(COc3ccccc3)n2-c2ccccc2)nc2ccccc12	1%	2%	-3%	-0.1%	-5%	?	i	-3%	i	17%	-9%

3 entries already listed, arranged by the value under HADH2 inhib, rising:
SMILES	HADH2 inhib
O=c1[nH]c(CSc2nnc(COc3ccccc3)n2-c2ccccc2)nc2ccccc12	-3%
O=C(Nc1ccon1)c1ccc(Cl)s1	0%
Clc1cccc2sc(N3CCN(c4ccccc4)CC3)nc12	12%

Only part of the results is shown; count on the stated rates, not on these rows.
